Screening data as filed in PubChem BioAssay.
aSyn rescue = inhibitors of alpha-synuclein toxicity in yeast. Yeast expressing alpha-synuclein, growth rescue, BacTiter-Glo, 24 h. Potency, µM (titrated, usually from 46.1 µM), for inactives: at the highest dose growth rescue (activation), usual class: activators. actives 0.14% (n = 370,000); further: potency means the concentration at half of the fitted maximal effect; % of control where 0% means no effect; nearly all actives have a fitted effect of over 65% in size
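Screening used galactose-induced yeast with toxic alpha-synuclein levels, exposed to compound for 24 hr at 30 deg C. Cell growth, read with BacTiter-Glo luminescence, gave the measured signal.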
FUS yeast rescue = suppressors of FUS proteinopathy in yeast; S. cerevisiae FUS-expressing, growth rescue, OD600, 24 h; Potency, µM (series often up to 76.6 µM), without a hit: top-dose growth rescue (activation), actives largely listed as activators; actives 0.24% (n = 390,000); AID 1347120;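 further: potency means the concentration at half of the fitted maximal effect; plate controls were DMSO vehicle for no effect and reference control for full effect; nearly all actives have a fitted effect of over 55% in size; some results filed as inactive show a strong effect at the top dose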
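S. cerevisiae expressing FUS from galactose induction served as the toxicity model. Growth after 24hr at 30C, read as absorbance at 600 nm, indicates suppression of toxicity; compounds dosed at several concentrations.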
DRD3 antagonist = antagonists of human D3 dopamine receptor | P35462 | D3R cells, DiscoveRx beta-arrestin luminescence, antagonist mode; active compounds read low | max response, negative = inhibition, % | actives 2.5% (n = 360,000) | AID 652054; in the data active means max response below about -50%; inconclusive means no clear call, values can overlap the other calls; further: on the % scale 0 is the no-effect control and ±100 the full control effect; mostly tested at two doses, the higher about 12 µM
Target sequence (P35462 whole entry, looked up): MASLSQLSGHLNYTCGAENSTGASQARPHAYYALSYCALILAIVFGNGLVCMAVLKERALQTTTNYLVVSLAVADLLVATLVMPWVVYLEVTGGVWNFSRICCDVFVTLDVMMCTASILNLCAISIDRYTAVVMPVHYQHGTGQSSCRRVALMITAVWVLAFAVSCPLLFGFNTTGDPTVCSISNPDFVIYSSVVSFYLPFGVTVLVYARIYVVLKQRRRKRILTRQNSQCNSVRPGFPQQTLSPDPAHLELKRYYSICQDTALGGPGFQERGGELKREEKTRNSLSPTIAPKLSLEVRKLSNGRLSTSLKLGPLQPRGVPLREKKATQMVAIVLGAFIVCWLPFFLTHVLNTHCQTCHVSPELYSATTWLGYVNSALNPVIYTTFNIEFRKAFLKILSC
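Cells plated overnight at 1500 cells/well, then exposed to library compounds with dopamine controls for 90 minutes at 37 degrees C. DiscoveRx reagent added for 30–60 minutes at room temperature; luminescence read, quantitative HTS format.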
EPAC2 antagonist = blocks human EPAC2 exchange factor; EPAC2 GEF exchange of Rap1B-BODIPY-GDP, fluorescence; Potency, µM (top dose mostly 114 µM), for inactives: at the top dose activity, negative = inhibition, hits mostly inhibitors; Q8WZA2; actives 0.18% (n = 360,000); further: potency means the concentration at half of the fitted maximal effect; on the % scale 0 is the no-effect control and ±100 the full control effect; nearly all actives have a fitted effect of over 45% in size; many of its hits are not listed in these tables
TDP43 rescue = inhibitors of TDP-43 toxicity in yeast; actives 1.8% (n = 410,000); AID 652104; TDP-43 expressing yeast growth rescue, BacTiter-Glo, 24 h; Potency, µM (top dose mostly 46.1 µM), for inactives: at the highest dose growth rescue (activation), actives largely listed as activators; further: potency means the concentration at half of the fitted maximal effect; % of control where 0% means no effect; nearly all actives have a fitted effect of over 50% in size
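Growth rescue of TDP-43-toxic yeast measured as ATP luminescence (BacTiter-Glo). Cells grown to mid-log in raffinose, induced in galactose at OD600=0.02, exposed to compound 24 hr at 30 deg C.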
EPAC2 agonist = agonists of human EPAC2 (RAPGEF4); actives 0.079% (n = 360,000); Potency, µM (highest dose often 154 µM), without a hit: at the highest dose activation, hits mostly activators; EPAC2 activation, biochemical qHTS; response scale: 100% = 6.5 mM cAMP response; Q8WZA2; AID 720711; further: potency means the concentration at half of the fitted maximal effect; nearly all actives have a fitted effect of over 50% in size
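Compounds were titrated in qHTS against a Rap1B-BODIPY-GDP (250 nM) complex with EPAC2 (100 nM) and GDP (50 uM). BODIPY-GDP release tracked at 480/540 nm over 30 min at room temperature, normalized to 6.5 mM cAMP.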
Abeta yeast res = restores growth of yeast expressing A-beta42 peptide. actives 0.063% (n = 410,000). AID 1347071. Potency, µM (titrated, usually from 46.1 µM), without a hit: at the highest dose growth rescue, usual class: activators. yeast expressing A-beta42, growth rescue, OD600, 48 h; response scale: 0% DMSO, 100% iron-clioquinol control; further: potency means the concentration at half of the fitted maximal effect; nearly all actives have a fitted effect of over 55% in size
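Yeast A-beta toxicity model in growth medium with pinned compounds, 48 h at 30 C; growth read as absorbance at 600 nm. Normalized to FeCl3/clioquinol equimolar mix (positive) and DMSO (negative).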
D3 ag = D3 dopamine receptor (human) agonism; P35462; D3R DiscoveRx beta-arrestin cells, luminescence, 90 min; max activation, %; actives 0.58% (n = 410,000); AID 652048; in the data active means max activation above about 30%; further: 0% is about no effect; mostly tested at two doses, the higher about 12 µM
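Cells at 1500/well, incubated overnight, then treated with pinned compounds (dopamine as control) for 90 min at 37 degrees C. DiscoveRx reagent added for 30 - 60 minutes at room temperature; luminescence read.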
* hit, by the source's call; u = inconclusive; x = not tested or not shown; & = joins results of further samples; ! = not confirmed by another sample; [ ] = remark or other dose. Unless noted, the call rests on the fitted dose curve; in most records, active means well fitted curve in the direction sought with a large enough effect; inconclusive means small, poorly fitted or top-dose-only effect, or another doubt; inactive means no such curve, though single readings can be large; an effect the other way counts as inactive or inconclusive.

SMILES	aSyn rescue	FUS yeast rescue	DRD3 antagonist	EPAC2 antagonist	TDP43 rescue	EPAC2 agonist	Abeta yeast res	D3 ag
COCc1cc(OC)nc(-c2csc(C)n2)n1	4%	4%	12	-4%	24%	5%	16µM*	3
O=C(CN(c1ccc2c(c1)OCCO2)S(=O)(=O)c1ccccc1)NCc1ccco1	-1%	8%	-4	5%	-8%	9%	0%	-10
O=C(OCc1cc(=O)oc2cc(O)ccc12)c1cc(S(=O)(=O)N2CCOCC2)ccc1F	2%	24%	43	3%	-12%	-3%	-2%	0
CN(C)c1ccc(/C=C2\C(=N)N3N=C(CC(=O)N4CCCCC4)SC3=NC2=O)cc1	-8%	23%	-3	10%	-10%	100µM*	-6%	-8
COc1ccc(N2CCN(C(=O)c3ccc(Cn4c(=S)[nH]c5ccc(N6CCOCC6)cc5c4=O)cc3)CC2)cc1	0%	41%	-24	-8%	15%	4%	-8%	-3
COc1cccc(C2SCC(=O)N2c2ccc(C)cc2)c1OC (stereo unspecified)	6%	11%	-7	-1%	15%	3%	7%	-3
CN(C)Cc1csc(NC(=O)Nc2ccccc2C(C)(C)C)n1	-11%	6%	u	1%	20%	10%	-5%	-1
Cc1cc2oc(=O)cc(-c3ccccc3)c2c(C)c1-c1ccc(O)cc1	-54%[inhibitor]	u	82	-9%	14µM*	5%	-15%	12
Cc1cc(=O)[nH]c(NN=C(CC(C)C)CC(C)C)n1	9%	x	-3	-4%	5%	-15%	5%	1
CC(C)(C)c1ccc(C(=O)N/N=C/c2ccc(OCCCF)cc2)cc1	1%	-3%	-15	-5%	4%	-1%	-13%	9
CN(CC(=O)Nc1ccc(Cl)cc1)C(=O)C1CCCC1	6%	1%	0	-1%	13%	11%	-1%	-8
CCn1c(N2CCN(S(=O)(=O)c3ccccc3C(F)(F)F)CC2)nc2ccccc21	1%	-4%	5	-19%	26%	-5%	4%	32*
O=C(NC1CCN(S(=O)(=O)c2ccccc2)CC1)c1ccc(F)cc1	0%	-20%	7	-8%	16%	8%	37%	7
O=c1oc2ccccc2c(Nc2ccccc2O)c1[N+](=O)[O-]	0%	20%	u	11%	-24%	-3%	-20%	-8
O=[N+]([O-])c1ccccc1OCCCn1cnc2ccccc21	9%	-4%	-5	3%	19%	-8%	30%	1
COC(=O)C1(CC2CC(c3ccccc3)=NO2)CCN(C(=O)OC(C)(C)C)CC1 (stereo unspecified)	-1%	18%	-7	-4%	-9%	0%	3%	1
Cc1cc(C(=O)N/N=C/c2cccnc2)c(C)o1	-2%	14%	5	4%	10%	-2%	14%	-9
CCOC(=O)C1=CCN(S(C)(=O)=O)C1c1ccc(C)cc1 (stereo unspecified)	-3%	4%	-19	14%	10%	6%	-6%	0
CC1(C)NC(=O)N(c2ccc([N+](=O)[O-])c(C(F)(F)F)c2)C1=O	1%&0%	-19%	16	-2%	18%	9%	7%	36*!
CCC(C)(CC(=O)N(C)CCC#N)c1ccccc1 (stereo unspecified)	1%	-12%	6	9%	21%	-8%	18%	5
COC(=O)[C@@]12C[C@@H](CC(=O)N3CCOCC3)C(=O)N(Cc3ccc4c(c3)OCO4)C1=CCC(C)(C)C2	-7%	u	u	3%	-7%	7%	-9%	35*
COc1ccc(CCNS(=O)(=O)CCNC(=O)c2ccccc2)cc1	0%	-8%	22	-8%	-13%	-5%	13%	4
Cc1ccc(/C=N/N=C2/NC(=O)C(CC(=O)N3CCOCC3)S2)cc1 (stereo unspecified)	0%	9%	69	-1%	18%	7%	0%	7
N/C(=N\OC(=O)c1ccccc1[N+](=O)[O-])c1ccccn1	-4%	28%	-22	-2%	6%[9.22 µM]	17%	-17%	-4
CC(Sc1nncn1C)C(=O)Nc1ccc2ccccc2c1 (stereo unspecified)	0%	4%	0	-5%	-5%	6%	10%	-4
COc1ccc(N2C(=O)CC(N3CCN(C4CCc5ccccc5C4)CC3)C2=O)cc1 (stereo unspecified)	3%	15%	u	-1%	21%	5%	11%	-10
COc1cccc(NC(=O)CSc2nnc(-c3cc(C)n(-c4ccccc4)c3C)o2)c1	8%	32%	14	-7%	u	19%	12%	1
CC1CCN(S(=O)(=O)N2CCC(C(=O)NCc3ccccc3Cl)CC2)CC1	x	11%	x	x	24%	x	-4%	-9
O=C(Cn1ncnn1)OCc1ccccc1Cl	6%	-4%	-5	6%	19%	9%	23%	7
CCCOc1cccc(-c2cc(C(=O)N/N=C/c3ccccn3)c3ccccc3n2)c1	u	1%	u	-11%	u	7%	u	-27
Cc1nnc(SCC(=O)Nc2sc3c(c2C(N)=O)CCCC3)[nH]c1=O	2%	39%	-25	-5%	-27%	5%	-7%	-2
COC(=O)CNC(=O)CNC(=O)c1nn(-c2ccc(OC)c(Cl)c2)c(=O)c2ccccc12	-8%	18%	-4	-1%	1%	7%	3%	-5
c1ccc(C[C@H]2CN=C(Nc3ccccc3)N2CCCC2CCCCC2)cc1	3%	-16%	-13	11%	6%	-2%	7%	-29
CN(CC1CCOCC1)C(=O)c1ccc2nc(Cc3cccc(Cl)c3)oc2c1	0%	x	13	0%	9%	-7%	6%	7
CCC1CCCCN1C(=O)CSc1nc(N)cc(=O)[nH]1 (stereo unspecified)	-7%	-8%	-14	0%	6%	6%	-4%	-10
C=CC(=O)N1c2ccccc2Sc2ccc(NC(=O)OCC)cc21	7%	41%	u	-10%[57.1 µM]	-7%	-2%	1%	-9
CC1CN(S(=O)(=O)c2ccc(C(=O)Nc3ccc(S(=O)(=O)Nc4ncccn4)cc3)cc2)CC(C)O1 (stereo unspecified)	1%	x	0	-2%	0%	-8%	2%	-1
Cc1cc(NN)nc2ccc(Cl)cc12	15%	39%	-4	-20%	-23%[0.397 µM]	3%	28%	-3
CC(=O)c1c(C(C)=O)c(C)n(-c2ccc(O)cc2)c1C	-3%	24%	-5	15%	-17%	11%	-8%	-2
COc1cc(/C=C/c2nc3cc(Cl)ccc3c(=O)n2-c2cccc(C(F)(F)F)c2)cc(OC)c1OC	x	6%	x	x	11%	x	-14%	0
CCN(CC)C(=O)C1CC(=O)N(c2ccc(F)c(Cl)c2)C1 (stereo unspecified)	-3%	3%	-20	2%	-16%	4%	0%	-10
O=C(/C=C/c1ccc2c(c1)OCCO2)c1ccc(O)cc1	-8%	12%	-16	-17%	u	7%	1%	2
O=C(Cn1c(NCCO)nc2ccccc21)NCCc1ccccc1	-3%	12%	0	7%	-18%	4%	-3%	-3
NC(=O)c1cnn2c(C(F)(F)F)cc(-c3ccccc3)nc12	-7%	-4%	-16	11%	5%	3%	-7%	-8
COc1ccc(Cn2c(=O)oc3ccc(C)cc32)cc1	5%	5%	21	u	x	-3%	21%	9
Cc1c([N+](=O)[O-])c(N)nn1C	6%	-33%	-2	-6%	-8%	4%	3%	-9
Cc1cc(F)ccc1NC(=O)C(C)n1c2ccccc2c2nc(=O)cc(C)n21 (stereo unspecified)	2%	4%	21	1%	15%	1%	9%	0
O=C(NCC1CCCO1)C1C2C=CC3(CN(Cc4cccs4)C(=O)C13)O2 (stereo unspecified)	-10%	14%	-21	3%	-24%	5%	-9%	4
COc1ccc(NC2c3ccccc3C(=O)N2Cc2ccc3c(c2)OCO3)cc1 (stereo unspecified)	-1%	37%	-3	u	23%	15%	15%	0
COc1cccc(Cn2c(=O)c3[nH]cnc3n(-c3ccccc3C)c2=O)c1	3%	10%	2	-3%	8%	11%	10%	4

(listing goes on)
SMILES	aSyn rescue	FUS yeast rescue	DRD3 antagonist	EPAC2 antagonist	TDP43 rescue	EPAC2 agonist	Abeta yeast res	D3 ag
COC(=O)C1=NN(C(C)=O)C2(CC(=O)N(c3cccc(C)c3)C2=O)C1 (stereo unspecified)	0%	9%	3	7%	-3%	12%	-6%	5
CCN1CC(CN(C)Cc2nc(Cc3ccccc3)no2)CC1=O (stereo unspecified)	1%	3%	10	-2%	9%	-10%	7%	-5
COc1cc(/C=C/C(=O)O)cc(S(=O)(=O)Nc2ccc3c(c2)CCC3)c1OC	0%	22%	7	-5%	-15%	12%	-3%	-13
Cc1ccc(C)c(NC(=O)Cn2nc(C)c3ccccc3c2=O)c1	1%	2%	6	-4%	-9%	0%	-4%	-5
Cc1ccc(S(=O)(=O)N2CCCN(S(=O)(=O)c3ccccc3Br)CC2)cc1	4%	26%	-26	-6%	u	12%	-19%	-18
Cn1nc(C(=O)OCC(=O)c2ccc[nH]2)c2ccccc2c1=O	6%	18%	13	2%	-9%	-2%	-12%	2
CCc1c(C)nc(N)n2c(SCC(=O)Nc3ccccc3OC)nnc12	5%	-11%	-12	-5%	4%	-7%	2%	10
Nc1cc2c3c(cccc3c1)C(=O)N(CCN1CCCC1)C2=O	-7%	11%	-22	2%	-10%	15%	-14%	3
CCOc1ccc(N(CC(=O)NC2CCCCC2)C(=O)CCC(=O)Nc2nc(C)cs2)cc1	1%	13%	9	1%	0%	-9%	2%	2
O=C(O)/C=C/C(=O)Nc1ccc(C2(c3ccc(NC(=O)/C=C/C(=O)O)cc3)c3ccccc3-c3ccccc32)cc1	0%	40%	-15	8%	27%	-3%	-12%	-5
CC(C)c1ccc2nc(SCC(=O)NCC3CCCO3)c(C#N)cc2c1 (stereo unspecified)	4%	-4%	5	-3%	-14%	0%	10%	8
C(=N\NC1=Nc2cccc3cccc1c23)/c1ccccn1	0%	-19%	5	6%	20µM*	6%	u	1

Three entries out of the list, arranged by number of heavy atoms, low to high:
SMILES	aSyn rescue	FUS yeast rescue	DRD3 antagonist	EPAC2 antagonist	TDP43 rescue	EPAC2 agonist	Abeta yeast res	D3 ag
Cc1ccc(C)c(NC(=O)Cn2nc(C)c3ccccc3c2=O)c1	1%	2%	6	-4%	-9%	0%	-4%	-5
CCc1c(C)nc(N)n2c(SCC(=O)Nc3ccccc3OC)nnc12	5%	-11%	-12	-5%	4%	-7%	2%	10
CCn1c(N2CCN(S(=O)(=O)c3ccccc3C(F)(F)F)CC2)nc2ccccc21	1%	-4%	5	-19%	26%	-5%	4%	32*

This is a subset, so the mix of outcomes need not match the whole.
